# Assay outcomes (PubChem BioAssay)
# Hsp70 displacement – Hsp70 inhibitors, probe displacement, primary screen, biochemical, fluorescence polarization (AID 583) | 140,000 tested, 0.06% active | Heat shock 70 kDa protein 1A (Homo sapiens) | displacement, % at 20 µM; hits with a dose series show IC50 in µM | Hsp70 fluorescence polarization probe displacement, mP; higher % means a stronger effect; in the data active = displacement above about 50%;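 also: plate controls were vehicle for no effect and reference ligand for full effect; a part of the inactive calls stands beside numbers as strong as those of hits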
# Rat MKP-3 inhibitors – MKP-3 phosphatase inhibitors, primary screen, biochemical, rat enzyme, in vitro (AID 425). Dual specificity protein phosphatase 6 (Rattus norvegicus). recombinant MKP-3 phosphatase activity, fluorescence; higher % means a stronger effect. inhibition, % at 20 µM; hits with a dose series show IC50 in µM. 110,000 tested, 0.17% active; in the data active = inhibition above about 50%;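 also: plate controls were vehicle for no effect and reference inhibitor for full effect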
# Numbers without * were called inactive; · = no result given; & = joins results of further samples. Only part of the results is shown (hit frequency here may not be typical).
Hsp70 displacement	Rat MKP-3 inhibitors	Molecule
-7.1%&-1.6%	1.0%	NC(=O)c1c(NC(=O)c2ccco2)sc2c1CCC2
-1.8%	-5.1%	CCN(CC)C(=O)CN(Cc1ccccc1)S(=O)(=O)c1ccc(F)cc1
·	-15.1%	CCOC(=O)CCCNC(=O)c1cncc(Br)c1
8.7%	-1.4%	CC1Cc2ccccc2N1C(=O)Cc1cccs1 (centres undefined)
0.0%	3.6%	COc1ccc(OC)c(NC(=O)C(=O)NCc2ccncc2)c1
-5.1%	0.0%	O=C(NCCNc1cc(Cl)ccc1[N+](=O)[O-])c1ccccc1Cl
-0.1%	3.7%	Cc1ccc(-n2c(SCC(=O)Nc3ccc4cn[nH]c4c3)nnc2-c2ccco2)cc1
0.5%	-6.2%	COc1ccc2cc(C#N)c(SCC(=O)N3CCCC3)nc2c1
-0.2%	·	Cc1sc2ncnc(NCc3cccs3)c2c1C
7.2%	·	CCc1ccc(NC(=O)C(=O)NCCN2CCN(C(=O)c3ccco3)CC2)cc1
-4.1%	-5.4%	Cc1cccc(N2CCN(C(c3ccccc3)c3nnnn3CC3CCCO3)CC2)c1C (centres undefined)
3.4%	-3.3%	O=P(O)(Oc1cccc(Cl)c1)Oc1cccc(Cl)c1
-1.9%	-10.4%	CCOc1cc(N2CCOCC2)c(OCC)cc1NC(=O)CN1C(=O)NC(Cc2ccccc2)C1=O (centres undefined)
-5.0%	·	COc1ccc(CN2CCC(C(=O)NCCc3ccc(OC)c(OC)c3)CC2)c(OC)c1
-3.0%	0.5%	C#CCn1cc(/C=C(/C#N)C(=O)Nc2ccc(Cl)cc2)c2ccccc21
2.1%	-8.6%	c1cncc(-c2cccnc2)c1
24.3%	·	O=c1[nH]c(Nc2ccccc2)cc2ccccc12
-0.8%	-3.9%	COc1ccc(N(CC(=O)Nc2cccc(C(C)=O)c2)S(C)(=O)=O)cc1OC
-2.1%	4.7%	O=C(Nc1cccc2ccccc12)c1cccc(I)c1
1.0%	4.4%	COc1cc(C=C2C(=O)NC(=S)NC2=O)ccc1OCCC(C)C
3.3%	0.2%	O=C1CC(O)(C(F)F)Oc2ccccc21 (centres undefined)
-0.3%&1.9%	-10.9%&-0.1%	O=C(COc1ccc(Cl)cc1Cl)Nc1ccc(Cl)cn1
-4.4%	2.4%	N/C(=N\OC(=O)COc1ccc(Br)cc1)c1ccncc1
0.8%	-11.7%	Cc1nn(C)c(C)c1NC(=O)c1ccc(S(=O)(=O)N(C)C)cc1
4.8%	-5.0%	CCOC(=O)c1nc(Nc2ccc(C(=O)O)cc2)c2ccccc2n1
-1.2%	-0.6%	NC1=NC(=O)C(CC(=O)Nc2ccccc2F)S1 (centres undefined)
1.6%	-0.8%	COc1ccc(OC)c(NC(=O)c2ccccc2Br)c1
0.4%	-3.3%	COC(=O)Cn1cc(C(=O)c2cccs2)c2ccccc21
-4.2%	·	CCOc1ccc(NC(=O)CCNS(=O)(=O)c2ccc(Br)s2)cc1
0.4%	1.2%	Cc1cccc(NC(=O)CC2Sc3ccc(C(F)(F)F)cc3NC2=O)c1C (centres undefined)

# Given tab-delimited: part of the list above
structure	Hsp70 displacement	Rat MKP-3 inhibitors
COc1cc(C=C2C(=O)NC(=S)NC2=O)ccc1OCCC(C)C	1.0%	4.4%
O=C(COc1ccc(Cl)cc1Cl)Nc1ccc(Cl)cn1	-0.3%&1.9%	-10.9%&-0.1%

# Pulled by compound from the entries so far, two records:
Hsp70 displacement	Rat MKP-3 inhibitors	Molecule
0.0%	3.6%	COc1ccc(OC)c(NC(=O)C(=O)NCc2ccncc2)c1
4.8%	-5.0%	CCOC(=O)c1nc(Nc2ccc(C(=O)O)cc2)c2ccccc2n1

# (further entries)
Hsp70 displacement	Rat MKP-3 inhibitors	Molecule
-1.1%	-8.3%	COc1cccc(OC)c1C(=O)N1CCN(Cc2ccccc2C(F)(F)F)CC1
4.3%	·	Cn1c(=O)[nH]c(=O)c2c1nc(SCCN1CCCCC1)n2Cc1ccccc1
5.5%	-5.6%	CCOC(=O)N1CCN(C(=O)Cc2ccc(-n3c(=O)[nH]c4ccccc4c3=O)cc2)CC1
-2.8%	·	CS(=O)(=O)N1CCN(c2ccccc2NC(=O)c2ccc(-c3ccc(Br)cc3)o2)CC1
-0.8%	-10.3%	COc1ccc2nc(SCc3nc(N)nc(Nc4ccccc4)n3)[nH]c2c1
6.7%	·	Cc1ccc(C2N(C)c3ccccc3-c3nc4ccccc4n32)o1 (centres undefined)
7.9%	17.0%	COc1ccc(CC(=O)Nc2ccc(-c3noc(-c4cccc(OC)c4)n3)cc2)cc1
-5.4%	-0.5%	O=C(O)CCC(=O)Nc1cccc(-c2cn3ccccc3n2)c1
-2.3%	-8.1%	COCCNC(=O)C(c1ccc(C)o1)N(Cc1ccc(OC)cc1)C(=O)Cn1nnc2ccccc21 (centres undefined)
-4.1%	·	CN1C(=O)N(C)C2(c3ccccc3)Nn3c(s/c(=C/c4ccccc4)c3=O)=NC12c1ccccc1 (centres undefined)
11.4%	·	CCCc1cc(NCCCN2CCOCC2)n2c(nc3ccccc32)c1C#N
-5.2%	1.8%	CCOC(=O)c1[nH]c(C)c(/C(O)=C2\C(=O)C(=O)N(CCCN(C)C)C2c2cccnc2)c1C (centres undefined)
1.6%	2.3%	Cc1ccccc1NC(=O)C1CC(=O)N(c2cccc([N+](=O)[O-])c2)C1 (centres undefined)
-1.8%	·	N=c1c2c(n(Cc3cccc(Cl)c3)c3c1CCC3)CCCC2
4.2%	-3.3%	CC(C)Oc1ccc(CSc2nnc3n(C)c(=O)c4c5c(sc4n23)CCCC5)cc1
3.7%	·	O=C(COC(=O)c1n[nH]c2ccccc12)NC(=O)NC1CCCC1
-1.3%	-4.5%	COc1cc(NC(=O)COc2cccc(C)c2)c(C(=O)O)cc1OC
8.1%	-1.4%	O=[N+]([O-])c1ccc(-c2noc(-c3ccccc3Br)n2)cc1
3.5%	-0.1%	CN1CCN(S(=O)(=O)c2ccc(NC(=O)Cc3cccs3)cc2)CC1
1.9%	·	O=C(NC1CCCCC1)c1cccc(COCC(F)(F)F)c1
-1.3%	-2.6%	COCCn1c(=O)c2c(nc3n2CCN3c2ccc(C)cc2)n(C)c1=O
0.9%	-1.8%	CCC(c1nnc(SCC(=O)Nc2ccc(C(=O)Nc3ccccc3OC)cc2)o1)N(C)C (centres undefined)
-3.1%	-0.9%	CC1CCN(C(=O)C(NS(=O)(=O)c2cccc3nsnc23)c2ccccc2)CC1 (centres undefined)
-0.7%	2.6%	Cc1ccc(-c2nc3ccccn3c2NC(=O)c2ccc(Cl)cc2)cc1
-2.3%	-4.2%	CCOc1ccc(N(CC(=O)NCC2CCCO2)S(C)(=O)=O)cc1 (centres undefined)
-0.1%	·	COc1ccc(C(=O)c2cc3ccc(O)cc3oc2=O)cc1
1.3%	·	Cc1cccc(OCCn2c(=S)[nH]c3ccccc32)c1
-3.6%	6.4%	COC(=O)CN(c1ccc(OC)cc1)S(=O)(=O)c1c(C)noc1C
4.4%	·	COc1cccc(NC(=O)CSc2nnc(-c3ccoc3C)n2-c2ccccc2)c1
-3.5%	0.9%	Cc1ccc(-c2nnc3s/c(=C\c4ccccc4Cl)c(=O)n23)cc1

# An excerpt of these results, with values under each structure:
# Values run as follows: Hsp70 displacement	Rat MKP-3 inhibitors
- CCC(c1nnc(SCC(=O)Nc2ccc(C(=O)Nc3ccccc3OC)cc2)o1)N(C)C (centres undefined)
    0.9%	-1.8%
- Cn1c(=O)[nH]c(=O)c2c1nc(SCCN1CCCCC1)n2Cc1ccccc1
    4.3%	·
- CN1C(=O)N(C)C2(c3ccccc3)Nn3c(s/c(=C/c4ccccc4)c3=O)=NC12c1ccccc1 (centres undefined)
    -4.1%	·
- CCCc1cc(NCCCN2CCOCC2)n2c(nc3ccccc32)c1C#N
    11.4%	·

# Remaining list, next part:
Hsp70 displacement	Rat MKP-3 inhibitors	Molecule
8.2%	-2.9%	CCn1c(COc2cccc3cccnc23)nnc1SCC(=O)O
-4.2%	·	CC1CCN(c2ccccc2NC(=S)NC(=O)c2ccc(-c3cccc([N+](=O)[O-])c3)o2)CC1
-0.6%	5.7%	COc1ccc(-c2cc(C(=O)N3CCOCC3)no2)cc1OC
0.7%	-11.4%	CCOC(=O)NC(=O)CSc1nnnn1-c1ccc(C)cc1
-0.6%	1.3%	O=C(c1ccc(Cl)c(Cl)c1)N1CCN(c2ccc([N+](=O)[O-])c3cccnc23)CC1
3.8%	-10.3%	CCN(CC)S(=O)(=O)c1ccc(NC2CCCc3ccccc32)nc1 (centres undefined)
-8.8%	0.2%	O=C(Nc1ccc(Br)cc1F)C(Sc1ccccc1)c1ccccc1 (centres undefined)
-5.8%	·	Cc1ccc(-n2c(C)c([N+](=O)[O-])c3ccc(O)c(CN(C)C)c32)cc1
0.2%	8.0%	O=C(CCCCCn1c(=S)[nH]c2cc3c(cc2c1=O)OCO3)N1CCN(Cc2ccccc2)CC1
0.1%	-0.1%	O=C(COC(=O)c1ccc(S(=O)(=O)N2CCCCC2)cc1)c1cccc([N+](=O)[O-])c1
-2.7%	-7.6%	CCCCCc1ccc(-c2ccc(=O)[nH]n2)cc1
5.0%	·	[O-][n+]1c2c(c3c4non(O)c4ccc31)CCCC2
3.2%	·	Cc1cccc(N(CC(=O)NCCC2=CCCCC2)S(C)(=O)=O)c1C
-0.1%	2.5%	Fc1cccc(Cl)c1Cn1nnc2c(N3CCC4(CC3)OCCO4)ncnc21
-1.8%	0.7%	CC(C)c1ccc(-c2nn(-c3ccccc3)cc2-c2nnc(N)o2)cc1
-7.0%	0.8%	Cc1ccccc1OCc1nc(-c2ccc(NC(=O)c3ccco3)cc2)no1
1.0%	-2.1%	O=C(CNC1CCCCCC1)Nc1ccc(S(=O)(=O)NC2CC2)cc1
-1.9%	-6.8%	Cc1cc(C)c(C)c(OCC(=O)NCCN(C)C)c1
-0.8%	1.9%	COc1ccccc1N1CCN(/N=C/c2ccc(-c3ccccc3)cc2)CC1
0.2%	-3.5%	Cc1occc1-c1nc(-c2ccncc2)no1
5.7%	-10.8%	Cc1cccc(-c2noc(CCC(=O)NCc3ccccc3)n2)c1
9.6%	-9.0%	Nc1nc2c3ccccc3nc(Cc3ccccc3)n2n1
3.4%	2.1%	COc1ccccc1C1/C(=C(/O)c2ccccc2)C(=O)C(=O)N1c1cccc([N+](=O)[O-])c1 (centres undefined)
-4.4%	6.8%	O=C(Nc1ccccc1)N(CCN1CCOCC1)Cc1cccc(Cl)c1
-6.4%	-3.3%	Cc1nn(CC(=O)NCC2CCCO2)c(=O)c2ccccc12 (centres undefined)
2.9%	·	CN1C(=S)SC(N(O)C=C2C=CC(=O)C=C2)C1(C)C (centres undefined)
-3.7%	0.6%	COC(=O)c1cc(NC(=O)c2ccc(C(C)C)cc2)cc(C(=O)OC)c1
-2.8%	·	Cc1c(NS(=O)(=O)c2cccc(C(=O)NCc3ccc(Cl)cc3)c2)c(=O)n(-c2ccccc2)n1C
1.5%	-10.3%	COc1ccccc1Cn1c2nc3ccccc3nc2c2c(=O)n(CC(C)C)cnc21
5.3%	-2.2%	O=C(CSc1ncn(-c2ccccc2)n1)c1ccc(Br)cc1
-3.0%	4.5%	O=C(Cc1ccccc1)Nc1ncc(Cc2ccc(F)cc2)s1
2.7%	-11.3%	O=C(NCc1ccco1)C(c1cccs1)N(C(=O)C1COc2ccccc2O1)c1cccc(O)c1 (centres undefined)
-5.2%	1.0%	C[C@H](NC(=O)OC(C)(C)C)c1nnc(SCC(N)=O)o1
-1.3%	4.1%	CC1CCN(C(=O)C2c3ccccc3C(=O)N3CCc4ccccc4C23)CC1 (centres undefined)
-2.3%	-9.6%	Cn1cnnc1SCc1ccc(C#N)cc1Cl
-2.5%	·	O=C(NCCC1=CCCCC1)c1ccc2c(c1)N(Cc1ccccc1)C(=O)CS2
-5.3%	2.6%	CC(C)CC(=O)N1CCN(C2CCC(C)CC2)CC1 (centres undefined)
-1.2%	2.2%	CCn1nnnc1-c1ccc(OC)c(S(=O)(=O)Nc2ccc(Br)cc2)c1
0.2%	2.7%	CCOC(=O)c1ccc(N2C(=O)c3n[nH]c(C)c3C2c2ccccn2)cc1 (centres undefined)
2.7%	1.5%	COc1ccc(C(C)=O)cc1COC(=O)Cc1n[nH]c(=O)c2ccccc12
-3.7%	·	Cc1ccc(C(c2nnnn2CCc2ccccc2)N2CCC(C)CC2)cc1 (centres undefined)
2.7%	3.5%	O=C(O)c1cccc(N2C(=O)C3C4C=CC(CC4)C3C2=O)c1 (centres undefined)
-4.0%	·	CC1CN(C2CCN(C(=O)COc3ccc(Cl)cc3)CC2)CC(C)O1 (centres undefined)
5.1%	·	O=C(NC1CCCCC1)c1ccc(S(=O)(=O)N2CCCC2)cc1
-0.7%	4.6%	O=C(O)c1c(-c2ccccc2)oc2ccc(OCc3ccccc3F)cc12
-10.6%	-8.8%	Cc1cccc2[nH]c3c(=O)n(CCN4CCNCC4)cnc3c12
0.5%	-8.6%	Cn1c(=O)c2c(ncn2CC(=O)Nc2ccccc2Sc2ccccc2)n(C)c1=O
2.4%	3.4%	CCOc1cc(C(=O)NC(C)COC)cc(OCC)c1OCC (centres undefined)
3.4%	-9.2%	COc1cccc(NC(=O)CC2(CC(=O)O)CCCC2)c1
2.8%	5.6%	NS(=O)(=O)c1ccc(CNC(=O)c2ccc(-c3ccccc3)cc2)cc1
-4.9%	2.2%	CCOC(=O)C1=C(O)CSC1=Nc1ccc(C)cc1
41.2%	·	Cc1c(C)n(C(=O)CSc2nc3ccccc3[nH]2)c2ccccc12
-1.5%	-0.1%	O=C(Nc1nc(-c2ccc(Cl)cc2)cs1)C1CC1
1.8%	2.2%	COc1ccc(C(=O)N/N=C/c2ccc(Sc3nnnn3-c3ccccc3)o2)cc1OC
-2.4%	0.5%	CCOC(=O)c1sc(NC(=O)c2ccc(Cl)cc2Cl)c(C(N)=O)c1C
